# Screening data as filed in PubChem BioAssay.
# All columns: NCI-60 one-dose screen, growth in % after 48 h at 10 µM unless noted; 100 = growth as untreated, 0 = no growth, -100 = all killed.
# K-562 = K-562 leukemia; actives 7.4% (n = 78,000)
# MDA-MB-231 = MDA-MB-231 breast cancer. actives 5% (n = 81,000). AID 1794789
# SR = SR leukemia cells; actives 8.7% (n = 73,000)
# MOLT-4 = MOLT-4 leukemia cells; AID 1794779; actives 6.9% (n = 80,000)
# T-47D = T-47D breast cancer | actives 5% (n = 79,000) | AID 1794792
# MDA-MB-468 = MDA-MB-468 breast cancer; actives 8.5% (n = 78,000)
# MCF7 = MCF7 breast cancer; actives 6.3% (n = 82,000)
# BT-549 = BT-549 breast cancer; actives 4.4% (n = 78,000); AID 1794793
# * = called active by the depositor; . = not tested or not shown; & = joins results of further samples. How the source made its calls: active means growth percent below 10; inactive means the rest.
SMILES,K-562,MDA-MB-231,SR,MOLT-4,T-47D,MDA-MB-468,MCF7,BT-549
O=c1c(N2CCOCC2)c(N2CCOCC2)c1=O,97.3,108.8,92.2,96.1,99.9,99.6,101.2,102.7
CC(C)Cn1c(-c2ccccc2-c2ccccc2)nc(-c2ccccc2)c1-c1ccccc1,59.3,70.8,59.9,62.5,45.6,63.7,68.1,93.4
CCOC(=O)c1cnc2c3c(noc13)CCC2,107.7,95.3,88.8,103.6,102.2,106.0,102.3,102.2
COc1cc(/C=C\c2cc(/C=C\c3ccc(O)c(OC)c3)n(C(=O)Nc3ccccc3OC)n2)ccc1O,106.4,109.0,98.1,92.4,88.9,106.3,.,104.1
O=C(O)c1cccc(OCc2ccccc2)c1,105.9,114.8,107.7,99.4,95.3,94.1,95.4,107.1
Oc1ccccc1C=Nc1ccccc1O,83.9,78.0,111.7,88.3,.,105.1,87.9,.
COc1ccc(C(=O)Nc2ccc(-c3ccc4c(c3)NC(=O)/C4=C\c3ccc[nH]3)cc2)cc1,67.5,25.6,.,55.6,14.5,-70.0*,-31.9*,88.5
COc1ccc(-c2c3c(N)c4c(nc3nc3c2c(C)nn3-c2ccccc2)CCC4)cc1,41.0,84.1,26.5,50.5,72.7,83.8,80.9,111.4
C/C=C\c1ccc(OCc2ccccc2)c(OC)c1,102.0,118.5,109.9,100.3,100.7,95.9,102.9,105.3
O=C(Cn1cc(CN2C(=O)c3ccc([N+](=O)[O-])cc3C2=O)nn1)Nc1ccc(F)cc1Cl,97.9,92.4,.,108.3,95.4,97.9,93.3,92.4

# 7 of the compounds above, with two lines to a compound:
# Order of values – K-562, MDA-MB-231, SR, MOLT-4, T-47D, MDA-MB-468, MCF7, BT-549
- CCOC(=O)c1cnc2c3c(noc13)CCC2
    107.7, 95.3, 88.8, 103.6, 102.2, 106.0, 102.3, 102.2
- COc1cc(/C=C\c2cc(/C=C\c3ccc(O)c(OC)c3)n(C(=O)Nc3ccccc3OC)n2)ccc1O
    106.4, 109.0, 98.1, 92.4, 88.9, 106.3, ., 104.1
- O=C(O)c1cccc(OCc2ccccc2)c1
    105.9, 114.8, 107.7, 99.4, 95.3, 94.1, 95.4, 107.1
- Oc1ccccc1C=Nc1ccccc1O
    83.9, 78.0, 111.7, 88.3, ., 105.1, 87.9, .
- COc1ccc(C(=O)Nc2ccc(-c3ccc4c(c3)NC(=O)/C4=C\c3ccc[nH]3)cc2)cc1
    67.5, 25.6, ., 55.6, 14.5, -70.0*, -31.9*, 88.5
- COc1ccc(-c2c3c(N)c4c(nc3nc3c2c(C)nn3-c2ccccc2)CCC4)cc1
    41.0, 84.1, 26.5, 50.5, 72.7, 83.8, 80.9, 111.4
- C/C=C\c1ccc(OCc2ccccc2)c(OC)c1
    102.0, 118.5, 109.9, 100.3, 100.7, 95.9, 102.9, 105.3

# Continued.
SMILES,K-562,MDA-MB-231,SR,MOLT-4,T-47D,MDA-MB-468,MCF7,BT-549
COc1ccc2c(c1)/C(=C1\S/C(=N/c3nnc(C)s3)NC1=O)C(=O)N2Cc1ccc(Cl)cc1,38.3,89.5,55.7,24.6,42.0,50.9,45.8,54.6
c1ccc(Nc2ncc3c(n2)-c2cccn2CC3)cc1,96.6,80.8,101.2,99.4,.,4.3*,13.4,101.9
N=C(N)n1c(N)nc2ccccc2c1=O,102.0,109.6,97.7,109.3,91.3,95.0,90.6,101.8
N#Cc1ccc(-c2nn3c(-c4ccccc4)nnc3s2)cc1,102.0,100.2,95.8,106.9,100.1,99.1,87.9,113.5
CCCC(NC(=O)CN1C(=O)/C(=C/C(C)=C/c2ccccc2)SC1=S)C(=O)O (stereo not drawn),100.3,96.4,104.0,116.7,97.8,.,88.9,97.7
Cc1cccc(Cl)c1NC(=O)CS,113.2,117.8,95.4,101.7,106.7,95.4,95.2,104.8
C=CCN(CC=C)C(=O)C(C)O (stereo not drawn),108.2,116.4,101.1,111.7,104.9,104.4,97.4,104.6
O=C1OC(c2ccc(-c3ccccc3)cc2)=C/C1=C/c1ccccc1,97.2,94.4,90.3,96.4,93.7,94.8,85.1,129.7
CC(=O)OCCOc1ccc(C(C)(C)C)cc1,88.8,97.8,.,80.8,96.4,.,108.5,102.5
O=S(=O)(/N=c1\c2ccccc2cnn1C1=NCCN1S(=O)(=O)c1ccc(Cl)cc1)c1ccc(Cl)cc1,82.8,95.1,102.1,62.3,85.2,88.8,82.6,93.2
O=C(Nc1ccc(OCc2ccccn2)c(Cl)c1)c1cnccn1,97.0,107.7,112.4,99.6,89.9,94.2,96.2,104.4
CN(C)CCC(=O)c1cccc(O)c1,93.8,103.2,78.8,91.4,99.9,65.8,90.3,103.9
Nc1c(C(=O)N2c3ccccc3Sc3ccccc32)sc2nc3c(cc12)CCCCCC3,65.8,95.9,75.2,77.7,72.4,92.5,84.0,103.9
Clc1ccc(C2=CC(c3ccc(Cl)cc3)N3C=CSC3=N2)cc1 (stereo not drawn),114.8,113.1,.,116.6,100.7,121.1,97.9,95.7
COc1cc(Br)c(-c2nc(-c3ccccc3)c(-c3ccccc3)n2C2CC2)cc1OC,63.3,79.5,47.6,49.6,58.2,75.0,68.5,102.5
CNC(=O)c1cc(-c2ccc(NC(=O)Nc3ccc(N4CCN(C)CC4)c(C(F)(F)F)c3)cc2)nc2cccnc12,-56.9*,-78.4*,-45.4*,-30.5*,-18.8*,-73.8*,-100.0*,-81.4*
Cc1ccc2[nH]c3ccccc3c2c1,89.8,111.4,79.6,94.4,93.0,100.1,103.6,101.7
O=c1cc(N/N=C/c2ccccc2)c2cc(Cl)ccc2[nH]1,74.8,114.2,.,89.6,75.9,77.3,86.7,95.4
CCOC(=O)c1nn(CC(O)c2ccccc2)c(NC(=O)Nc2ccccc2F)c1C (stereo not drawn),86.6,89.7,92.4,87.7,95.3,110.2,94.9,112.5
CCN1CCN(c2nc(-c3cc(OC)c(OC)c(OC)c3)nc3ccccc23)CC1,96.0,57.1,89.8,.,82.8,66.4,83.4,84.6

# Sorted by molecular weight (falling): some entries from above.
SMILES,K-562,MDA-MB-231,SR,MOLT-4,T-47D,MDA-MB-468,MCF7,BT-549
COc1ccc(C(=O)Nc2ccc(-c3ccc4c(c3)NC(=O)/C4=C\c3ccc[nH]3)cc2)cc1,67.5,25.6,.,55.6,14.5,-70.0*,-31.9*,88.5
O=C(Nc1ccc(OCc2ccccn2)c(Cl)c1)c1cnccn1,97.0,107.7,112.4,99.6,89.9,94.2,96.2,104.4
N=C(N)n1c(N)nc2ccccc2c1=O,102.0,109.6,97.7,109.3,91.3,95.0,90.6,101.8

# (further entries)
SMILES,K-562,MDA-MB-231,SR,MOLT-4,T-47D,MDA-MB-468,MCF7,BT-549
OCCN(CCO)C(CO)(CO)CO,.,103.2,114.2,90.4,111.9,107.1,104.4,101.6
CCCCSc1ccccc1,96.8,117.7,97.8,95.7,.,108.4,96.2,109.9
c1ccc(CN=C(NCc2ccccc2)NCc2ccccc2)cc1,35.7,70.8,77.4,70.7,26.3,-14.8*,36.5,82.2
Cc1ccc(C)c2c1C(=O)OC2=O,78.9,106.4,10.4,3.4*,96.1,110.2,93.5,103.8
COc1ccc(CNc2ccc(NCc3ccc(OC)c(OC)c3OC)cc2)c(OC)c1OC,93.0,94.6,117.6,121.3,88.5,95.1,100.0,89.2
CCC1(CC)COC(c2ccc(Cl)cc2)OC1,103.6,103.6,107.2,96.4,87.7,92.8,100.6,92.2
CC1=C(c2cc(-c3ccc(N(C)C)cc3)nc(=S)[nH]2)C(c2ccccc2)NC(=S)N1 (stereo not drawn),103.7,102.4,106.5,105.3,99.3,106.1,100.6,111.8
CCOP(=O)(Cc1ccc(N(CCO)CCO)cc1)OCC,103.0,106.8,103.9,99.3,105.2,99.7,97.4,108.5
Brc1ccc(C2c3[nH]c4ccccc4c3C(c3ccc(Br)cc3)c3c2[nH]c2ccccc32)cc1 (stereo not drawn),103.2,86.0,104.6,98.9,98.8,109.6,91.0,100.2
CSc1nc2c(c(=O)[nH]1)C1(C(=O)Nc3ccccc31)c1c(nc(SC)[nH]c1=O)N2,112.1,107.4,98.8,108.4,111.1,93.1,101.5,107.0
Cc1cccc(S(=O)C(c2ccccc2)c2ccccc2)c1 (stereo not drawn),91.9,92.4,91.2,89.4,83.6,95.3,112.1,107.2
O=C(Nc1ccc2ncnc(Nc3cccc(C(F)(F)F)c3)c2c1)c1cccs1,26.3,54.3,33.8,17.6,32.3,-2.5*,32.2,71.8
Cn1c(=O)c2nc(CCC(=O)Nc3ccccc3)c(=O)[nH]c2n(C)c1=S,101.5,101.8,122.6,99.8,104.0,90.1,96.7,102.9
Cc1c(C)c2ccc(O)c(NC(=O)Nc3ccccc3)c2oc1=O,92.9,109.1,95.9,93.6,98.6,118.2,114.4,87.9
O=C1CCCCC1c1ccccc1 (stereo not drawn),83.9,104.6,88.0,87.2,82.6,103.1,103.1,91.2
OCCN(CCO)c1ccc2c(c1)Cc1cc(F)ccc1-2,83.9,94.6,106.9,94.6,84.2,86.7,85.4,113.7
CCn1c(SCC(=O)Nc2ccc(S(=O)(=O)Nc3ccc(Cl)nn3)cc2)nc2ccccc2c1=O,108.1,108.4,88.0,103.7,99.1,95.3,98.0,94.2
CCOc1ccc(NC(=O)/C=C/c2ccc(OC)c(OC)c2)cc1,88.8,107.1,98.7,106.0,94.6,108.5,85.3,128.5
CC1=Nc2cccc3cccc(c23)NC(=O)C1,133.5,83.6,221.6,118.4,93.5,96.7,86.4,.
COc1ccc2c(c1)c(-c1cc3nc(-c4cn(C)c5ncc(Br)cc45)cc(N)n3n1)cn2C,-33.5*,-73.0*,-6.9*,-43.6*,-60.3*,-81.4*,.,-78.5*
CC1(C)CC(=O)C(Cn2c(-c3ccccc3)nc3ccccc32)C(=O)C1,103.7,103.9,.,99.7,97.1,99.0,89.0,94.9
CNC(=O)c1cn(C2CC2)c2cc(N3CCN(C(C)=O)CC3)c(F)cc2c1=O,103.7,101.7,100.3,103.0,112.5,105.5,97.4,105.5
COc1ccc(/C(C#N)=C/c2nc3c(N4CCOCC4)nc(Cl)nc3n2C)cc1OC,0.9*,9.3*,17.7,2.1*,-17.1*,-20.9*,6.5*,-15.7*
CN(C)Cc1c(-c2ccccc2)[nH]c2ccccc12,106.5,102.5,95.6,99.4,.,103.0,81.8,75.3
COCCCNc1ncnc2[nH]ncc12,80.9,96.8,101.1,114.4,92.7,98.7,99.3,115.3
CCCCNCCOC(=O)c1ccc(OCCCC)c(N)c1,134.0,98.3,124.3,105.1,89.0,97.1,87.4,92.2
COc1cccc(-c2nc3sccn3c2-c2ccnc(NCCN3CCCN(C)S3(=O)=O)n2)c1,.,84.9,66.7,82.8,72.4,75.6,105.6,100.4
O=C(Nc1ccccc1)Nc1ccc(C(=O)CSc2nc3ccccc3[nH]2)cc1,86.5,89.2,84.9,103.3,100.9,105.7,90.1,106.5
CCOC(=O)CN1CCC(C(=O)OCC)CC1,117.8,102.6,123.8,105.8,102.2,113.5,102.6,104.5
O=C(Nc1ccc(Oc2ccc(F)cc2)c(Cl)c1)c1ccccn1,95.2,99.9,126.5,124.3,72.2,79.7,86.1,97.7
CN(C)c1cccc2c(S(=O)(=O)Nc3cccc(-c4csc(NC(=O)CCCCCN5CCN(c6ccc7c(c6)C(=O)N(C6CCC(=O)NC6=O)C7=O)CC5)n4)c3)cccc12 (stereo not drawn),.,97.7,.,.,93.5,91.9,84.2,92.4
COC(=O)c1ccc2[nH]c(O)c(C(=Nc3ccc(N(C)C(=O)CN4CCN(C)CC4)cc3)c3cccc(OC)c3)c2c1,3.9*,13.1,-3.8*,-7.4*,.,37.3,6.9*,11.2
Oc1ccc(Cc2ccccc2)c2cccnc12,13.3,31.0,5.0*,3.7*,25.3,-21.1*,14.1,11.0
CCOC(=O)NN,111.9,110.1,102.8,103.2,94.8,95.3,90.3,95.2
CC(C)(O)/C=C/C(C)(C)O,96.3,114.8,90.2,95.2,92.8,98.2,98.2,97.6
CC1=C([Se]CC(OC(=O)[C@@H](CSSC(C)(C)C)NC(=O)OC(C)(C)C)C(=O)NC(C)(C)C)C(=O)c2ccccc2C1=O (stereo partly drawn),31.9,-42.2*,22.0,15.8,-50.3*,.,-25.9*,-97.8*
Cc1c(C(=O)N=Nc2c(O)n(Cc3ccccc3)c3ccccc23)oc2ccccc12,103.4,81.7,116.3,108.8,66.7,109.2,83.3,93.2
O=C(/C=C/c1ccco1)c1ccc2ccccc2c1,85.8&76.0,104.4&98.4,62.1,83.7&69.2,65.0&50.4,38.5&49.6,29.5&27.8,99.7&93.6
Cc1nc2ccccc2c2[nH]n(-c3ccc(C#N)cc3)c(=O)c12,97.7,97.0,99.6,116.8,.,106.7,92.1,98.9
OC1Cc2ccccc2C1Nc1cccc(C(F)(F)F)c1 (stereo not drawn),103.2,102.4,108.7,98.0,107.0,119.3,91.8,118.5
O=c1cc2oc3cc(O)c(O)cc3c(-c3ccccc3O)c-2cc1O,54.1,81.9,82.7,63.8,70.8,93.9,75.8,77.7
COC(=O)[C@H]1[C@H]2C[C@@H]3c4[nH]c5cc(OC)ccc5c4CCN3C[C@H]2C[C@@H](OC(=O)/C=C/c2cc(OC)c(OC)c(OC)c2)[C@@H]1OC,-2.9*,65.1,-7.7*,8.5*,45.0,9.2*,29.1,67.8
CCCCCCNC(=O)n1cc(F)c(=O)[nH]c1=O,51.1,98.1,18.6,47.6,62.9,62.3,22.7,45.7
COc1ccc(C(C)=O)cc1CO/N=C1\CSCc2ccccc21,84.4,98.3,75.8,80.8,83.0,100.9,94.0,100.1
CCn1c(SC/C(=N/O)c2ccc(Br)cc2)nnc1-c1ccncc1,100.4,107.6,100.4,103.7,100.4,116.6,101.9,104.2
